# Screens deposited in PubChem by National Center for Advancing Translational Sciences (NCATS).
# Tb PGK inh – blocks T. brucei phosphoglycerate kinase | P07378 | PGK/GAPDH coupled, Kinase-Glo luminescence, 60 min | Potency, µM (series often up to 57.5 µM), without a hit: at the top dose activity change, negative = inhibition, most hits filed as inhibitors | hit rate 0.043% among 380,000; also: potency is read from the fitted curve at half-maximal effect; % is scaled to controls: 0 for no effect and ±100 for the full control effect; nearly all actives have a fitted effect of over 60% in size
# Target sequence (P07378 whole entry, looked up): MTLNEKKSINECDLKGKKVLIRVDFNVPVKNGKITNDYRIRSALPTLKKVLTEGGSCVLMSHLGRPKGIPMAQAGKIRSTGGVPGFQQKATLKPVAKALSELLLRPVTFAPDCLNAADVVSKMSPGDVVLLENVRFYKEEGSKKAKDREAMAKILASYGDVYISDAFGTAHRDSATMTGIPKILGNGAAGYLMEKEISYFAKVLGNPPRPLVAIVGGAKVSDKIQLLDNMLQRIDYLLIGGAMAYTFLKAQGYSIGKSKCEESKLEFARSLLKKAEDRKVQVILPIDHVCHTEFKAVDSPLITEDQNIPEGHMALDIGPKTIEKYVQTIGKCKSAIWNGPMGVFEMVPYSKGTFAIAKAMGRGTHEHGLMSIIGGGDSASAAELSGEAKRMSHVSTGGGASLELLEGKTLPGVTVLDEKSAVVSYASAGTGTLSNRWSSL
#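 Luminescent ATP detection (Kinase-Glo Plus) follows a 60-minute room-temperature incubation, with wells lacking PGK as controls. Buffer: 100 mM TEA (pH 7.6), 5 mM MgCl2, 0.01% Tween-20. Coupling enzyme GAPDH (100 nM final) supplies unstable 1,3-BPG in-well.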
# PI4K2A inh – PI4K2A (human) kinase inhibition | hit rate 0.13% among 420,000 | purified PI4K2A, ADP-Glo luminescence, 1 h; stronger effect = lower value | activity change, negative = inhibition, % at 76.9 µM | Q9BTU6; in the data active = activity change below about -50%; inconclusive = mostly about -30% to -49%;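 also: -100% = wells without enzyme as full effect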
#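 Compounds are screened against recombinant PI4K2A using PI as substrate and ATP, the latter dispensed at 300 microM. Reactions run one hour at ambient temperature before ADP-Glo detection; full inhibition defined by wells lacking enzyme.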
# JMJD2A Tudor inh – JMJD2A Tudor domain (human) inhibition; O75164; Potency, µM (top dose mostly 114 µM), without a hit: at the top dose activity change, negative = inhibition, hits mostly inhibitors; AlphaScreen JMJD2A-Tudor / H3K4me3 peptide binding; hit rate 4.4% among 390,000; also: potency is read from the fitted curve at half-maximal effect; % is scaled to controls: 0 for no effect and ±100 for the full control effect; nearly all actives have a fitted effect of over 50% in size
# GLS inhibitor – blocks human kidney-isoform glutaminase activity; O94925; GLS enzymatic activity, qHTS titration; Potency, µM (doses to about 45.5 µM), for the others: at the top dose activity change, negative = inhibition, hits mostly inhibitors; hit rate 0.21% among 410,000; also: potency is read from the fitted curve at half-maximal effect; % is scaled to controls: 0 for no effect and ±100 for the full control effect
#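 hKGA; 45 mM KH2PO4 pH 8.2 + 0.02% Tween-20; cpd via pin tool; 1 mM Gln soln; GluOx/HRP/Amplex Red; RT 30 min; fluor. t0 & final.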
# BAZ2B inh – inhibitors of human BAZ2B bromodomain; Q9UIF8; AlphaScreen BAZ2B-H3K14Ac peptide displacement; Potency, µM (titrated, usually from 114 µM), for inactives: top-dose activity change, negative = inhibition, actives largely listed as inhibitors; hit rate 4.4% among 360,000; AID 504333; also: potency is read from the fitted curve at half-maximal effect; % is scaled to controls: 0 for no effect and ±100 for the full control effect; nearly all actives have a fitted effect of over 60% in size
#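 In this displacement format the biotinylated H3(5-23) peptide acetylated at Lys14 serves as ligand at 50 nM, with BAZ2B at 50 nM in PBS pH 7.4 containing 0.01% Tween-20. Donor and acceptor beads are 10 ug/mL final.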
# G9a block – inhibitors of human histone lysine methyltransferase G9a. Potency, µM (highest dose often 102 µM), for the others: top-dose activity, negative = inhibition, hits mostly inhibitors. hit rate 8.8% among 350,000. G9a H3K9 monomethylation, AlphaScreen, 2 h. Q96KQ7; also: potency is read from the fitted curve at half-maximal effect; % is scaled to controls: 0 for no effect and ±100 for the full control effect; nearly all actives have a fitted effect of over 75% in size
#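 G9a (20 nM) was preincubated 15 min with compound, then reacted 2 h at room temperature with 500 nM biotin-H3K9 peptide and 20 µM SAM. Monomethyl-H3K9 detected by AlphaScreen using anti-H3K9me1 antibody.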
# ERG Ets-DNA blk – blocks human ERG Ets domain binding to DNA; fluorescence polarization, His-ERG Ets domain / labelled DNA; Potency, µM (series often up to 76.9 µM), for inactives: top-dose FP activity, negative = inhibition, actives largely listed as inhibitors; hit rate 0.028% among 370,000; active = well fitted inhibition curve with a large enough effect in the polarisation, with a control signal flat; inconclusive = small, poorly fitted or top-dose-only effect, or effect the other way, or a change in a side signal; inactive = no such curve, though single readings can be large or run the other way; the % refers to the polarisation;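 also: polarization taken with two DNA probes labelled with fluorescein and Texas red; potency is read from the fitted curve at half-maximal effect; % of control where 0% means no effect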
# Target sequence (P11308 whole entry, looked up, the tested form may be a part): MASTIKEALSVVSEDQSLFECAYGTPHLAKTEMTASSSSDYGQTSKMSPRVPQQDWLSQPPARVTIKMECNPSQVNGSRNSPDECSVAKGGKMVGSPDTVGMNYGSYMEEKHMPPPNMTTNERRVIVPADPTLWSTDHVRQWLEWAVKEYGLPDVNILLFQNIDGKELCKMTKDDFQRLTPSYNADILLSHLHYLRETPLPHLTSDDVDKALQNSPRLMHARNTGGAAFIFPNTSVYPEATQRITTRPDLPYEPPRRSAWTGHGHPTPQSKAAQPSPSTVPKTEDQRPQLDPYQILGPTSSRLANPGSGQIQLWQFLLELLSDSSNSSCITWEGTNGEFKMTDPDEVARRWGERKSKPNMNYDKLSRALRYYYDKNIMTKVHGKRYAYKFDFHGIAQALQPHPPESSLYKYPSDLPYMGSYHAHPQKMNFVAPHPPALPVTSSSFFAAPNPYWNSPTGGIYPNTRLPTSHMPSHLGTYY
#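 His-tagged ERG Ets domain (1 uM in the protein solution; 300mM KCl, 50mM Tris-HCl, 1mM EDTA, 1mM DTT, pH 7.5) received compound, then a probe mix of 5 nM fluorescein-DNA and 100nM Texas-615-DNA. Fluorescence polarization was read for both dyes.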
# HP1b binding inh – HP1-beta chromodomain-methylated histone interaction inhibition; Potency, µM (top dose mostly 114 µM), inactives show at the highest dose activity change, negative = inhibition, most hits filed as inhibitors; AlphaScreen HP1-beta / biotin-H3K9me3 peptide binding; P83916; hit rate 0.56% among 390,000; also: potency is read from the fitted curve at half-maximal effect; nearly all actives have a fitted effect of over 70% in size; inactives centre near 23
# Target sequence (P83916 whole entry, looked up): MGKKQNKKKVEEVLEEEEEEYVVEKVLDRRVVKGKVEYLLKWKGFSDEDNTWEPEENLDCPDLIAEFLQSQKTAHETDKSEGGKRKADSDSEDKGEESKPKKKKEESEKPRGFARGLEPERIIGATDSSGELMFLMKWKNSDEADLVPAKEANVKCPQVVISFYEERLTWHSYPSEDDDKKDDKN
#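 HP1-beta protein (50 nM final) preincubated 30 min at room temperature with biotinylated H3(1-18)K9me3 peptide (50 nM) in PBS pH 7.4, 0.01% Tween-20, then compound added for 30 min. AlphaScreen streptavidin donor/nickel chelate acceptor beads (10 ug/mL final), 30 min dark, luminescence read.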
# Pin1 inhibitor – blocks the human prolyl isomerase Pin1 | Q13526 | Pin1 FP peptide displacement, HiFluor488, 10 min | Potency, µM (titrated, usually from 115 µM), without a hit: at the highest dose activity, negative = inhibition, usual class: inhibitors | hit rate 0.009% among 390,000 | AID 504891; active = well fitted inhibition curve with a large enough effect in the polarisation, with a control signal flat, not every such curve was filed as active; inconclusive = small, poorly fitted or top-dose-only effect, or effect the other way, or a change in a side signal; inactive = no such curve, though single readings can be large or run the other way; the % refers to the polarisation; also: potency is read from the fitted curve at half-maximal effect; % is scaled to controls: 0 for no effect and ±100 for the full control effect
# Active calls of the source: *; i = inactive; ? = inconclusive; · = no result given; & = joins results of further samples; [ ] = dose if it differs, or a comment. Unless noted, calls follow the shape of the dose curve; as a rule, active = well fitted curve in the direction sought with a large enough effect; inconclusive = small, poorly fitted or top-dose-only effect, or another doubt; inactive = no such curve, though single readings can be large; an effect the other way counts as inactive or inconclusive.
Tb PGK inh	PI4K2A inh	JMJD2A Tudor inh	GLS inhibitor	BAZ2B inh	G9a block	ERG Ets-DNA blk	HP1b binding inh	Pin1 inhibitor	structure
i	-1	-6%	0%	-4%	-7%	13%	48%	-2%	CCc1nnc(NC(=O)CSc2nnc(C3CC3)n2C)s1
-10%	5	-25%	1%	-29%	3%[59 µM]	3%	38%	-1%	CCCOc1ccc(NC(=O)CC2C(=O)N(c3ccc(Cl)cc3)C(=O)N2CCc2ccncc2)cc1 (stereo unspecified)
-4%	0	?	-1%	-36%	6%[59 µM]	-1%	14%	-3%	COc1cccc(NC(=O)Nc2cccn(Cc3ccccc3)c2=O)c1
-1%	-1	-9%	-1%	-4%	?	-6%	14%	25%	Cc1ccc2c(COC(=O)c3n[nH]c4ccccc34)cc(=O)oc2c1
1%	3	-7%	25%	?	·	5%	16%	5%	COc1ccc(C)cc1-n1c(SCC(=O)NCC2CCCO2)nc2c([nH]c3ccccc32)c1=O (stereo unspecified)
-4%	-6	20%	6%	?	1%	-2%	36%	4%	Cc1cc(C(=O)CSc2ccc(Cl)cc2)cc(C)c1OC(=S)N(C)C
-1%	0	-12%	0%	?	3%[0.501 µM]	?	61%[activator]	4%	CC(C)Cc1nnc(NS(=O)(=O)c2ccc([N+](=O)[O-])cc2)s1
0%	2	-10%	-3%	·	·	-3%	19%[57 µM]	-7%	CC(=NNC(=O)c1ccncc1)c1ccc(Cl)cc1Cl
6%	-5	-4%	-5%	-7%	-10%[0.501 µM]	1%	36%	0%	CC(C)(C)c1ccc(C(=O)Nc2cccc(-n3cnnn3)c2)cc1
i	0	-2%	-1%	18%	26%	-1%	29%	-2%	Cn1c(SCC(=O)OC2CCCCC2)nnc1-c1ccc2c(c1)OCO2
-1%	1	-13%	-1%	-3%	8%[12.7 µM]	-6%	42%[activator]	2%	O=C(COC(=O)Cc1ccc2c(c1)OCCO2)Nc1ccc(S(=O)(=O)N2CCCC2)cc1
-3%	-1	-23%	0%	9%	0%[0.501 µM]	-10%	16%	-1%	COc1ccc(C2=CC(=O)CC(C)(C)C2)cc1OC
-2%	-3	-34%[57.1 µM]	14%	-32%	?	-15%	?	4%	CCOC(=O)c1c(NC(=S)Nc2ccc(OC)cc2)sc2c1CCCCC2
1%	4	-30%	9%	-35%	-50%	-3%	16%	29%	O=C(C1CCCN(S(=O)(=O)c2cccc3nsnc23)C1)N1CCc2ccccc21 (stereo unspecified)
-2%	-1	96%[activator]	0%	40%[activator]	151%[activator]	-11%	83%[activator]	-13%	Cc1c(C(=O)N2c3ccccc3CC2C)oc2ccccc12 (stereo unspecified)
-3%	-2	-4%	-8%	-24%	-20%[12.7 µM]	1%	1%	0%	CCc1ccc(NC(=O)CCNS(=O)(=O)c2cccc3nonc23)cc1
-3%	3&-1	7%	-3%&-1%	19%	-18%[12.7 µM]	-2%	50%[activator]	-11%	O=C(c1ccccc1)c1ccccc1
-11%	3	-20%	-2%	-24%	10%[59 µM]	8%	26%	-4%	Cc1ccc(CCNC(=O)C23C[C@H]4C[C@@H](C2)CC(n2nnc(C)n2)(C4)C3)cc1
-6%	-14	-14%	3%	-8%	-6%	-3%	26%	17%	O=C(Nc1nnc(COc2ccccc2F)s1)Nc1ccccc1F
-10%	4	-11%	0%	-6%	15%	1%	29%	-3%	O=C(NC1CCCCC1)c1ccc(CS(=O)(=O)c2ccc(Cl)cc2)o1

# Next section, overlapping the part above by 2 compounds.
Tb PGK inh	PI4K2A inh	JMJD2A Tudor inh	GLS inhibitor	BAZ2B inh	G9a block	ERG Ets-DNA blk	HP1b binding inh	Pin1 inhibitor	structure
-6%	-14	-14%	3%	-8%	-6%	-3%	26%	17%	O=C(Nc1nnc(COc2ccccc2F)s1)Nc1ccccc1F
-10%	4	-11%	0%	-6%	15%	1%	29%	-3%	O=C(NC1CCCCC1)c1ccc(CS(=O)(=O)c2ccc(Cl)cc2)o1
i	0	-21%	-7%	-13%	-38%[59 µM]	3%	24%	-11%	CC(C)Oc1ccc(CNC(=O)c2ccc(NC(=O)N3CCSc4ncccc43)cc2)cc1
i	-5	4%	0%	22%	4%	1%	81%[activator]	-8%	CCOC(=O)c1c(NC(=O)c2ccc(Cl)s2)sc(C)c1C
i	-6	-2%	-2%	6%	-2%	-8%	67%[activator]	-3%	CC(C)OC(=O)c1nnc(Cc2ccc(Cl)cc2)o1
i	0	-9%	2%	13%	29%[59 µM]	12%	30%	19%	CCCCN=C1NC(=O)C(CC(=O)NCCc2ccc(OC)cc2)S1 (stereo unspecified)
-10%	-7	?	21%	?	-3%[0.501 µM]	-7%	29%	-4%	Cc1ccc(C(=O)NNC(=O)c2csc(N3CCOCC3)n2)o1
-10%	2	-22%	-3%	9%	3%[12.7 µM]	9%	19%	3%	O=c1[nH]c2ccccc2n1CCCSc1cnc2ccccc2n1
i	9	-2%	-21%	-31%	45µM*	-18%	26%	?	O=C1NN(c2ccccc2)C(=O)/C1=C\c1ccccc1OCC(=O)N1CCOCC1
-6%	3	-7%	-3%	·	-1%	11%	48%[activator]	4%	CCOC(=O)Cc1csc(NC(=O)c2cc3ccccc3o2)n1
1%	-1	3%	-3%	-4%	7%	4%	41%[activator]	20%	CCCCNC(=O)c1ccc(-n2c(=S)[nH]c3ccccc3c2=O)cc1
1%	-1	12%	-1%	-1%	18%[12.7 µM]	-7%	25%	-3%	CC(C)CC1NC(=O)N(CC(=O)Nc2cc(F)ccc2F)C1=O (stereo unspecified)
8%	3	-15%	15%	·	·	8%	23%	-2%	CCCC/C=C1/CCC(CN(C)C)C1=O (stereo unspecified)
-9%	3	-11%	-1%	9%	-2%	-1%	36%	-4%	CCC1CCCCN1C(=O)COc1ccc(F)cc1 (stereo unspecified)
6%	5	-11%	13%	8%	24%[0.501 µM]	1%	21%	1%	CC(C)CN(C(=O)COC(=O)c1ccc(Br)cc1)c1c(N)n(Cc2ccccc2)c(=O)[nH]c1=O
-6%	-3	-19%	-4%	-17%	9%	-1%	24%	2%	O=C(Cn1cnc2cc([N+](=O)[O-])ccc2c1=O)NCc1ccccc1
2%	-4	-24%	5%	0%	-33%[12.7 µM]	-4%	21%	4%	Cc1cc(C)n(-c2nnc3n2N=C(c2ccccc2)CS3)n1
1%	2	?	-12%	?	56µM*	12%	9%	-9%	CC1=CC(C)(C)[N+](C)(C)c2ccc(C)cc21
5%	8	-14%	14%	·	·	3%	15%	-2%	O=C(O)C1=C(C2CCCCC2)C(=O)c2ccccc21
2%	6	-1%	-4%	7%	90%[activator]	5%	46%[activator]	-4%	CCN(CC(=O)Nc1ccc(OC)cc1)C(=O)CCS(=O)(=O)c1ccc(C)cc1
1%	1	-35%	23%	?	?	-5%	-1%	2%	O=C(CC(Cc1ccccc1)c1ccco1)NCc1ccco1 (stereo unspecified)
-7%	-3	22µM*	18%	·	·	-9%	-27%	23%	COc1ccc2sc(-c3ccc(N(C)C)cc3)c(C#Cc3cncn3C)c2c1
-5%	7	-4%	1%	·	·	-2%	23%	4%	CCCn1nc(C(=O)OCC(=O)Nc2ccc(C(N)=O)cc2)c2ccccc2c1=O
i	3	-21%	3%	-36%	-5%	2%	79%[activator]	-1%	COc1ccc(C2CC2/C(=N/O)c2ccccn2)cc1 (stereo unspecified)
i	2	-21%	4%	-3%	1%[59 µM]	5%	40%	-8%	O=C(NCc1cccn1Cc1ccccc1)Nc1cccc(C(F)(F)F)c1
-4%	-4	-34%	12%	-25%	2%[59 µM]	3%	36%[57 µM]	105%[activator]	CCn1c2c(c(=O)n3ncc(C(=O)N4CCN(c5ccc(C(C)=O)cc5)CC4)c13)CN(Cc1ccc(OC)cc1)CC2
-6%	2	-14%	5%	0%	-28%[59 µM]	2%	10%	3%	COc1ccccc1CNC(=O)CCc1nc2ccccc2c(=O)[nH]1
-2%	1	-13%	0%	-2%	?	3%	13%	11%	CCNC(=O)c1cccc(NC(=O)c2cc(C3CC3)nc3c2cnn3C(C)C)c1
-2%	9	-12%	0%	-15%	?	0%	31%	5%	Cc1ccc(C[n+]2cc(-c3ccc(Cl)cc3)n3c2CCC3)cc1
-6%	5	-11%	-11%	-5%	·	-1%	55%[activator]	-9%	Cc1cccc(NC(=O)N2CCCc3ccccc32)c1C
i	-3	-16%	-4%	-4%	-9%	2%	42%[activator]	3%	O=C1CCN(Cc2ccccc2)CCN1CCSc1ccccc1
5%	-2	?	0%	-29%	5%[12.7 µM]	10%	59%[activator]	2%	O=C(O)c1ccc(CSc2nnc(-c3cccnc3)n2-c2ccc(Br)cc2)cc1
13%	-2	-9%	1%	5%	8%[0.501 µM]	-3%	23%	7%	CCOC(=O)c1c(NC(=O)COC(=O)Cc2n[nH]c(=O)c3ccccc23)sc(C(=O)N(C)C)c1C
-6%	-2	4%	-1%	-1%	1%[59 µM]	3%	28%	-1%	COc1ccc(OC)c(CNC(=O)C2CCN(c3ncnc4c3nc3n4CCCCC3)CC2)c1
-3%	-7	-18%	7%	-5%	5%[59 µM]	14%	30%	2%	CN(C)C(=O)c1c([N+](=O)[O-])ncn1C
?	-14	-16%	-7%	·	·	2%	-13%	0%	CN(C)C(=O)c1ccc(N=Nc2c(O)c3ccccc3[nH]c2=O)cc1

# This is a random part of the collection (roughly 11% active in at least one column).
